# Rin1-Abl PPI inh = blocks binding of human Rin1 to Abl; TR-FRET Rin1/Abl binding, biochemical; hit rate 0.4% among 360,000; P00519+Q13671; AID 588664; inhibition, % at 7.35 µM; in the data active means inhibition above about 5%, passing the limit was not always enough
# SUMO1 PPI mod = alters human SUMO1 binding to SIM partners; P63165; hit rate 0.33% among 360,000; SUMO1 binding to a labelled peptide, TR-FRET, 1 h; inhibition, % at 20 µM; in the data active means inhibition above about 37%
# Target sequence (P63165 whole entry, looked up): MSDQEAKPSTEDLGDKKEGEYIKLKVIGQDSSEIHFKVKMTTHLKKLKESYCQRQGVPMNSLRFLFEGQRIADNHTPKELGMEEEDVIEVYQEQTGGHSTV
# Rpn11 inh = Rpn11 (human) deubiquitinase inhibition. hit rate 0.59% among 360,000. O00487. calls only at 20 µM. human 26S proteasome, Ub4-pepOG fluorescence polarization; 20S core pre-blocked with epoxomicin;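 active means inhibition at 20 µM, scaled to each plate's controls, above about 33%, limit read from the data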
# NadD inh = inhibitors of Staphylococcus aureus NadD. hit rate 0.78% among 360,000. inhibition, % at 20 µM. purified NadD enzyme, colorimetric absorbance read-out; in the data active means inhibition above about 26%; further: some compounds past the cut are filed as inactive
# Neddylation inh = cullin neddylation inhibition; P61081+Q13564; TR-FRET cullin neddylation, biochemical; calls only at 25 µM; hit rate 0.58% among 360,000; in the data active means inhibition above about 36%
# Scp-1 inhibitor = blocks human Scp-1 phosphatase activity; Q9GZU7; Recombinant Scp1, phosphopeptide, malachite green phosphate absorbance; inhibition, % at 20 µM; hit rate 0.88% among 340,000;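 active means inhibition above about 50% at 20 µM, limit read from the data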;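 further: plate controls were DMSO wells with enzyme for no effect and wells lacking enzyme for full effect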
# Target sequence (Q9GZU7 76-261 limits assumed): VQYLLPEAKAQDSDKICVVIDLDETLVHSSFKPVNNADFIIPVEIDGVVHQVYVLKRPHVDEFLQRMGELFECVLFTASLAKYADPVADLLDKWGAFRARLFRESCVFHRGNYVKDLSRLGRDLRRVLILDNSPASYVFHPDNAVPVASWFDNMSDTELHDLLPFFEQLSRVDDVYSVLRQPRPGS
#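 assay system = SCP-1 phosphatase catalytic domain, residues 76-261 | buffer or medium = 50 mM Tris acetate pH 5.5, 0.005% Tween-20, 10 mM MgCl2 | incubation = enzyme reaction 45 min at room temperature, colour 5 min, stabilisation 30 min | signal = Phosphate-binding colour reagent, absorbance read at 630 nm | measure = % inhibition at 20 µM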
# DNMT1 inh = inhibitors of human DNMT1; hit rate 0.83% among 360,000; inhibition (reported as % activation of signal), % at 10 µM; DNMT1 molecular beacon, Hinp1I cleavage, fluorescence; in the data active means inhibition above about 50%
# STEP block = inhibitors of human striatal-enriched phosphatase STEP. P54829. recombinant STEP, OMFP fluorogenic substrate, fluorescence. inhibition, % at 20 µM. hit rate 0.25% among 360,000. AID 588621;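 active means inhibition at 20 µM, scaled per plate between control wells, above about 37%, limit read from the data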;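 further: 0% = DMSO with enzyme and substrate and 100% = substrate only without enzyme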
# Target sequence (P54829 whole entry, looked up): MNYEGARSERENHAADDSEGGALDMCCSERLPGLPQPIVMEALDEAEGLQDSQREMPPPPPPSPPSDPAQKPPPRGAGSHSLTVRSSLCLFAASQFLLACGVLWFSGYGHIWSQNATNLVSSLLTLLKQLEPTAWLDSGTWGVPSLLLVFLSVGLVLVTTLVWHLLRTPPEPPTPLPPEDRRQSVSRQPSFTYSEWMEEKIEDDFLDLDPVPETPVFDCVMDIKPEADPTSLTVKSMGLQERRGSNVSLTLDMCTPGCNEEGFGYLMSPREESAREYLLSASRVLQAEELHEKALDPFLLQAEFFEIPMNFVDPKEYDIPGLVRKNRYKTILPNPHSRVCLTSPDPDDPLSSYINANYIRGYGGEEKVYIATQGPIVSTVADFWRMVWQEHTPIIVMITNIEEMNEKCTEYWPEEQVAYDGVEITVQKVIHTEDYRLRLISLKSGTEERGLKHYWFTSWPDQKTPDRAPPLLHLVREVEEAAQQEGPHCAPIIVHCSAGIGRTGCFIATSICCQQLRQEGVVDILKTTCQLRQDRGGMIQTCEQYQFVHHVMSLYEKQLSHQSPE
#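 Also added – OMFP at 25 µM · Test system – STEP tyrosine phosphatase · Technique – FITC-channel fluorescence of OMFP product · Schedule – 20 min at room temperature, dark · Evaluation – control-normalized % inhibition with plate pattern correction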
# LMPTP block = LMPTP (human) inhibition. P24666. recombinant LMPTP-A, OMFP fluorogenic substrate, fluorescence intensity. hit rate 0.22% among 360,000. AID 651560. inhibition, % at 20 µM;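 active means compounds that cut the enzyme signal by at least half of the control window in the single-dose screen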;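 further: plate controls were DMSO wells with enzyme plus substrate for no effect and substrate without enzyme for full effect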
# Target sequence (P24666 whole entry, looked up): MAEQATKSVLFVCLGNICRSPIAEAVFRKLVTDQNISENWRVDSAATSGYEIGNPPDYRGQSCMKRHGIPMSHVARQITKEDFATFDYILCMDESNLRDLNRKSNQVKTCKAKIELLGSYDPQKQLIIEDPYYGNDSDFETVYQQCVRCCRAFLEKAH
#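 Assay system: LMPTP-A phosphatase enzyme | Input: 0.625 nM enzyme | Also added: Fluorogenic phosphatase substrate OMFP at 400 µM final | Compound dosing: One test concentration per compound, 20 µM, with 3% DMSO overall | Schedule: 50 min enzyme reaction at room temperature, protected from light | Signal: Fluorescence intensity | Benchmarks: no-enzyme and uninhibited controls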
# CSN inh = inhibitors of human CSN-mediated cullin deneddylation; Q92905; hit rate 0.38% among 360,000; Purified CSN, SCF-Nedd8-OG deneddylation, fluorescence polarization; inhibition, % at 12.5 µM;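 active means pattern-corrected inhibition above about 35%, with an unprinted fluorescence ratio check between 0.5 and 1.5, limit read from the data, passing the limit was not always enough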;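 further: 0% = enzyme with substrate and 100% = substrate without enzyme; some results filed as inactive read as strong as hits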
#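 Assay system: Purified human Csn5 enzyme expressed in HEK293T cells | Amount: Enzyme 0.24 nM | Measured by: Fluorescence polarization readout | Medium: Tris/NaCl/DTT buffer, pH 7.5 | Compound dosing: One concentration, 12.5 µM, 0.25% DMSO | Times: 90 min incubation of compound, enzyme and substrate at room temperature | Control set: no-enzyme wells high, enzyme-with-substrate wells low | Read-out: % inhibition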
# Active calls of the source: *; i = inactive; · = no result given; + = active, no number.
SMILES,Rin1-Abl PPI inh,SUMO1 PPI mod,Rpn11 inh,NadD inh,Neddylation inh,Scp-1 inhibitor,DNMT1 inh,STEP block,LMPTP block,CSN inh
COc1ccc(Cl)cc1NS(=O)(=O)c1cc(Br)cnc1N,0,0,i,0,i,1,1,-3,-0.3,-3
Cc1ccccc1-c1nc(CS(=O)(=O)CC(=O)N2CCN(C)CC2)c(C)o1,2,-2,i,-7,i,-1,-1,0,-0.1,8
CCOc1cc(/C=C(\C#N)C(=O)Nc2cccc(C(=O)O)c2)ccc1OCc1ccc(Br)cc1,2,82*,+,10,i,34,89*,96*,-1.6,22
O=[N+]([O-])c1cccc(CSc2cccc[n+]2[O-])c1,-2,-18,i,0,i,-8,4,-2,0.7,4
CCC(=O)Nc1cccc(NC(=O)CSc2nnnn2C2CCCC2)c1,3,0,i,-2,i,-5,0,2,0.0,1
CC(=O)Nc1ccc(S(=O)(=O)Nc2nc3nc(-c4ccccc4)cc(-c4ccccc4)n3n2)cc1,1,-7,i,7,·,-8,-1,1,0.7,2
CC(C)=C1C(=O)NN(c2ccc(C)c(Cl)c2)C1=O,2,3,i,1,i,-4,3,2,-0.4,5
O=C(NCc1ccccc1Cl)c1cnccc1C(F)(F)F,-3,5,i,-3,i,-9,2,-1,-1.9,4
CCSc1nnc(N2C(=O)CC(c3ccsc3)C3=C2CC(C)(C)CC3=O)s1 (stereo not given),-3,2,i,-1,i,-8,-1,-2,-1.0,-5
CC(=O)N(CCc1ccccc1)Cc1cc2cc(C)ccc2[nH]c1=O,1,0,i,3,i,-8,-6,2,-0.6,0
CCOC(=O)c1c(C)oc2ccc(OS(C)(=O)=O)cc12,3,2,i,-3,i,-6,1,1,-0.4,-3
COc1ccc(-c2cc(=O)oc3c(C)c(O)ccc23)cc1,1,4,i,-2,·,-11,0,-2,8.3,2

# Rpn11 inh, hit marks shown above
compound	Rin1-Abl PPI inh	SUMO1 PPI mod	Rpn11 inh	NadD inh	Neddylation inh	Scp-1 inhibitor	DNMT1 inh	LMPTP block	CSN inh
CCOc1cc(/C=C(\C#N)C(=O)Nc2cccc(C(=O)O)c2)ccc1OCc1ccc(Br)cc1	2	82*	+	10	i	34	89*	-1.6	22

# Next part.
SMILES,Rin1-Abl PPI inh,SUMO1 PPI mod,Rpn11 inh,NadD inh,Neddylation inh,Scp-1 inhibitor,DNMT1 inh,STEP block,LMPTP block,CSN inh
Cc1ccc(CN(C)C(=O)CN2C(=O)NC3(CCCc4ccccc43)C2=O)c(C)c1 (stereo not given),-1,3,i,-3,i,0,-2,-1,0.1,-2
COc1ccc(-c2c(C(=O)O)nc3ccccc3c2C(=O)O)cc1,-1,3,i,-5,i,-4,2,1,0.2,5
Cc1cc(OCc2cc(C(=O)N(C)C3CCOC3)no2)cc(C)c1Cl (stereo not given),1,-1,i,-3,i,3,-3,-1,0.5,-4
CCN(CC)CCCN(Cc1cc2ccc(C)c(C)c2[nH]c1=O)C(=O)NC1CCCCC1,2,1,i,8,i,4,0,-2,-0.3,0
COc1ccccc1/C(O)=C(\C#N)c1nc2ccccc2[nH]1,-1,2,i,2,i,-3,-3,2,-1.7,3
CC(NCC(O)COc1ccc(Br)cc1)c1ccccc1 (stereo not given),1,-11,i,-3,i,12,-3,0,-0.5,1
CC1CCCN(C(=O)Cn2nnc(-c3ccc(F)cc3)n2)C1 (stereo not given),2,-1,i,-5,i,-1,4,-1,-1.3,3
CC1Cc2ccccc2N1C(=O)CSc1ccccc1 (stereo not given),1,2,i,-3,i,-5,1,-4,-0.5,3
Cc1cccc(-c2ccc3[nH]c4c(c3c2)CCN2C[C@H]3[C@H](C)ON(C)[C@H]3C[C@@H]42)c1,-2,-30,i,-3,i,·,-29,-1,2.1,4
COC(=O)C1C(O)=C(C=Nc2ccc3ccccc3c2)C(=O)CC1(C)C (stereo not given),-2,-2,i,1,i,-1,-2,0,0.3,-1
O=C(NNc1nc2ccccc2s1)Nc1ccc(Cl)c(Cl)c1,-2,-2,i,6,i,-2,-8,2,1.5,0
CC(C)NC(=O)NC(=O)COc1c(F)c(F)cc(F)c1F,-1,4,i,1,i,-2,0,-5,-1.1,-5
COc1ccc(S(=O)(=O)N2CCCCCC2)cc1Br,3,1,i,-3,i,-10,1,-1,0.6,-4
CC1CCCCC1NC(=S)Nc1ccc(SC(F)F)cc1 (stereo not given),-2,-2,i,0,i,-6,-3,1,2.6,-2
Cc1cc(C)c(C#N)c(SCc2c(F)cccc2[N+](=O)[O-])n1,4,-5,i,-1,i,-1,6,-2,-1.1,-9
N/C(=N\OCC(=O)Nc1ccc(F)c(Cl)c1)c1ccccc1,2,-1,i,-3,i,5,-2,1,1.0,1
Cc1csc(/C(C#N)=N/O)n1,3,-1,i,-2,i,0,3,0,0.5,0
CCOC(=O)C1=C(COC(=O)/C=C/c2ccco2)NC(=O)NC1C (stereo not given),2,12,i,5,i,66*,72*,31,7.0,19
Cc1cc(S(=O)(=O)Nc2ccc(C(=O)NCCCN3CCCC3=O)cc2)ccc1F,1,2,i,-7,i,1,-4,0,-1.6,6
Cc1cc(=O)[nH]c(N2CCCCC2)n1,0,-8,i,0,i,-5,-4,-4,-1.2,-3
Cc1ccc(NC(=O)C(C)Sc2nc3nc(C)cc(C)n3n2)cc1 (stereo not given),-1,5,i,3,i,-1,3,-2,-2.3,-3
CSc1ccc(-c2ccco2)nn1,-4,-2,i,6,i,-3,0,-1,0.1,2
NC(=O)c1cccnc1Oc1cccc(Cl)c1,0,0,i,-2,i,-6,-1,-6,-2.8,7
COc1cc(OC)cc(C(=O)NNC(=O)C2CSC3(C)CCC(=O)N23)c1 (stereo not given),0,2,i,-1,i,-6,1,-3,0.0,2
CCCCc1nc(SCC(=O)N2CCCC2)c2c(=O)n(C)c(=O)n(C)c2n1,1,-1,i,1,i,4,1,-3,-2.1,3
COc1ccccc1NC(=S)NNC(=O)c1nn(C)c(C)c1Br,1,3,i,1,i,-13,10,0,-2.1,-3
O=C(N/N=C/C=C\c1ccco1)c1cccnc1,4,-3,i,-1,i,10,8,0,-0.9,6
COc1cc(O)c(C(CC(=O)N2CCN(c3ccccc3)CC2)c2cc(OC)c(OC)c(OC)c2)c(OC)c1 (stereo not given),-1,1,i,5,i,2,-3,0,-0.3,0
COC(=O)[C@@H]1C[C@H]1[C@@H](NC(=O)c1cc(C)on1)c1ccccc1,3,-2,i,-6,i,-9,8,2,-0.6,0
CCCc1cc(=O)oc2cc(C)cc(OCC(=O)O)c12,-1,-4,i,1,·,5,-1,-2,-0.9,1
CCOc1ccc(NC(=O)CC2C(=O)N(c3cccc(OC)c3)C(=O)N2CCOC)cc1 (stereo not given),4,0,i,-5,i,-14,0,-6,-1.0,-3
Cc1noc(C)c1S(=O)(=O)N(C)C[C@H]1Oc2c(NS(=O)(=O)c3cn(C)cn3)cccc2C(=O)N([C@H](C)CO)C[C@@H]1C,-4,-1,i,4,i,12,5,-2,-2.2,-5
Cc1occc1C(=O)NNC(=O)c1nn(C)c(=O)c2ccccc12,2,-2,i,-2,i,-15,-1,-3,-1.5,-2
CCOC(=O)CC1C(=O)NCCN1C(=O)c1ccc(Cl)cc1Cl (stereo not given),0,18,i,-2,i,-3,-2,0,-0.9,-1
COc1ccc(C2C(C#N)=C(N)Oc3n[nH]c(-c4ccccn4)c32)c(OC)c1OC (stereo not given),2,-1,i,-4,i,6,-10,4,0.4,1
CCc1ccc(NC(=O)CSc2ccc(-c3cccnc3)nn2)cc1,-1,-8,i,-2,i,7,1,0,-0.1,4
CN(C)CCCOc1ccc(-c2cccc3nncn23)cn1,1,-21,i,-1,i,·,1,-1,1.2,-2
O=C(COC(=O)C1CCC(=O)N1)Nc1ccccc1Br (stereo not given),-2,-7,i,-5,i,-1,0,0,-0.5,1
O=C(CSc1ncnc2c1oc1ccccc12)NC1CCCCC1,-169,-451,i,1,i,-3,-1,2,0.2,5
O=C(COC(=O)/C=C/c1ccccc1Cl)NC(=O)Cc1ccccc1,0,-7,i,-2,i,-5,-2,1,1.5,0
O=C(CCl)Nc1ccccc1C(=O)Nc1ccc2c(c1)OCO2,-2,-3,i,-6,i,-6,-1,0,-0.5,1
c1ccc(COC2COC3C(OCc4ccccc4)COC23)cc1 (stereo not given),2,-2,i,-3,i,-7,5,-2,-1.5,3
CC(/C=N/n1cnnc1)=C\c1ccco1,-3,-7,i,0,i,-2,3,-1,-2.0,-1
CCCN(CC(=O)Nc1ccccc1OC)CC(=O)c1c(N)n(Cc2ccccc2)c(=O)n(C)c1=O,-1,11,i,6,i,-1,-2,-4,1.7,6
CCN(CC)S(=O)(=O)c1cccc(NC(=O)c2ccc(-n3nc(C)cc3C)cc2)c1,2,19,i,-2,i,-8,-14,-1,1.0,-2
O=C(NCCCn1ccnc1)/C(=C\c1cccs1)NC(=O)c1ccco1,0,-6,i,1,i,-2,-2,0,-2.2,-14
CN(C)/C=C(\C(=O)c1ccc(Cl)cc1)c1nnnn1-c1ccc(Cl)cc1,-2,-2,i,0,i,-7,3,-1,-1.4,3
Cn1c(SCc2ccccc2[N+](=O)[O-])nnc1-c1cccnc1,1,-11,i,-1,i,-1,1,-1,1.7,0
Cc1cccc(-c2nc3c(c(SCC(=O)N4CCOCC4)n2)Cc2c(CO)cnc(C)c2O3)c1,-1,-7,i,3,i,4,-4,1,0.1,2
COc1ccc(-n2nnnc2S(=O)(=O)CC(=O)N2CCCCC2)cc1,-3,-5,i,-3,i,-12,2,2,0.1,6
COc1ccccc1OCC#CCSc1ncccn1,1,5,i,3,i,-8,0,0,0.3,7
Cc1cc(C)c(NC(=O)CNC(=O)Cc2sc(C)nc2-c2ccc(F)cc2)c(C)c1,-3,-1,i,4,i,-4,-2,-1,-0.8,-5

# Of the compounds above, six contain an NH in an aromatic ring.
SMILES,Rin1-Abl PPI inh,SUMO1 PPI mod,Rpn11 inh,NadD inh,Neddylation inh,Scp-1 inhibitor,DNMT1 inh,STEP block,LMPTP block,CSN inh
CC(=O)N(CCc1ccccc1)Cc1cc2cc(C)ccc2[nH]c1=O,1,0,i,3,i,-8,-6,2,-0.6,0
CCN(CC)CCCN(Cc1cc2ccc(C)c(C)c2[nH]c1=O)C(=O)NC1CCCCC1,2,1,i,8,i,4,0,-2,-0.3,0
COc1ccccc1/C(O)=C(\C#N)c1nc2ccccc2[nH]1,-1,2,i,2,i,-3,-3,2,-1.7,3
Cc1cccc(-c2ccc3[nH]c4c(c3c2)CCN2C[C@H]3[C@H](C)ON(C)[C@H]3C[C@@H]42)c1,-2,-30,i,-3,i,·,-29,-1,2.1,4
Cc1cc(=O)[nH]c(N2CCCCC2)n1,0,-8,i,0,i,-5,-4,-4,-1.2,-3
COc1ccc(C2C(C#N)=C(N)Oc3n[nH]c(-c4ccccn4)c32)c(OC)c1OC (stereo not given),2,-1,i,-4,i,6,-10,4,0.4,1

# Bioassay records from PubChem.
